Compound activity: PubChem, National Center for Advancing Translational Sciences (NCATS)
GLS inh: inhibitors of human glutaminase (GLS). GLS enzymatic activity, qHTS titration. Potency, µM (series often up to 45.5 µM), inactives show at the highest dose activity change, negative = inhibition, hits mostly inhibitors. actives 0.21% (n = 410,000). AID 624170; also: % is scaled to controls: 0 for no effect and ±100 for the full control effect
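Glutamate formation by hKGA was monitored fluorometrically using coupled glutamate oxidase, HRP and Amplex Red. Substrate was added as 1 mM L-glutamine solution; incubation was 30 min at RT after an initial read.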
PGK inhibitor: inhibitors of T. brucei phosphoglycerate kinase; PGK/GAPDH coupled, Kinase-Glo luminescence, 60 min; AID 602233; Potency, µM (titrated, usually from 57.5 µM), without a hit: at the top dose activity change, negative = inhibition, hits mostly inhibitors; P07378; actives 0.043% (n = 380,000); also: % is scaled to controls: 0 for no effect and ±100 for the full control effect; nearly all actives have a fitted effect of over 60% in size
Target sequence (P07378 whole entry, looked up): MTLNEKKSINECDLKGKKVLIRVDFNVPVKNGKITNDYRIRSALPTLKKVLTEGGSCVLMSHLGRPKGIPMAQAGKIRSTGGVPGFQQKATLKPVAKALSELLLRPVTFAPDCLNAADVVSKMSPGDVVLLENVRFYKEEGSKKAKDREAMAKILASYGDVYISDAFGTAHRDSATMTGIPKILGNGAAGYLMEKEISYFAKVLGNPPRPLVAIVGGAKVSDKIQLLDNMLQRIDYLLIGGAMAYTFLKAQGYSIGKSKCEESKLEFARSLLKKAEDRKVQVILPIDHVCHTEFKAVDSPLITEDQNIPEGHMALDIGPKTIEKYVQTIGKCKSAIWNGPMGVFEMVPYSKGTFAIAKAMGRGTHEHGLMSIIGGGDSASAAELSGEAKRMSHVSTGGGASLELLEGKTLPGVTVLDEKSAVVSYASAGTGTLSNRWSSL
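Recombinant glycosomal PGK reaction used 1,3-bisphosphoglycerate generated in-well by GAPDH (100nM final) in 100mM TEA pH 7.6, 5mM MgCl2, 0.01% Tween-20. After 60 minutes at room temperature, ATP was read by Kinase-Glo Plus luminescence end-point.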
12-LOX inh: ALOX12 (human) lipoxygenase inhibition; Potency, µM (series often up to 108 µM), inactives show at the highest dose activity change, negative = inhibition, most hits filed as inhibitors; purified 12hLO, xylenol orange hydroperoxide absorbance; actives 1.1% (n = 580,000); also: % is scaled to controls: 0 for no effect and ±100 for the full control effect
Target sequence (P18054 whole entry, looked up): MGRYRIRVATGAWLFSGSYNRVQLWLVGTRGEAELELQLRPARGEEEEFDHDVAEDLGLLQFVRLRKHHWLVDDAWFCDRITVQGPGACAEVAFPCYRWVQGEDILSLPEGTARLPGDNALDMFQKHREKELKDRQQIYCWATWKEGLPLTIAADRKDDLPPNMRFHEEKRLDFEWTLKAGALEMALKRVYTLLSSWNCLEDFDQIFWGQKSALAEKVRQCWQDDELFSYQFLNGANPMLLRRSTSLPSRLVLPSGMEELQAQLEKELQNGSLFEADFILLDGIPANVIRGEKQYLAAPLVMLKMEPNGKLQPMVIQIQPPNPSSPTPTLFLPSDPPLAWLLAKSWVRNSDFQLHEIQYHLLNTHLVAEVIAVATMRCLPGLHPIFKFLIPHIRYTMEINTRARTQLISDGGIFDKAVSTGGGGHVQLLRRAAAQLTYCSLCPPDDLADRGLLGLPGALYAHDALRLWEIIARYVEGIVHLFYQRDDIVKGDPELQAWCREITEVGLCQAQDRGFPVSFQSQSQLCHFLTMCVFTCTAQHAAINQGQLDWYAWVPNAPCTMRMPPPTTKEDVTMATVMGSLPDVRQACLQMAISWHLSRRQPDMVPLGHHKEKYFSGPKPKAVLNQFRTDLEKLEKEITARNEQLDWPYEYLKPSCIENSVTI
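Hydroperoxide product was detected by ferrous iron/xylenol orange as the 573 to 405 nm absorbance ratio. Arachidonic acid at 40 uM (final) was turned over for 30 min at room temperature by 150 nM human 12hLO, pH 7.0 Hepes buffer, after 15 min compound preincubation.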
RGS4 inh: human RGS4 inhibition; Potency, µM (series often up to 114 µM), for inactives: at the top dose activity change, negative = inhibition, actives largely listed as inhibitors; Transcreener GDP fluorescence polarization, RGS4-accelerated GTP hydrolysis; P49798; actives 0.039% (n = 390,000); also: % is scaled to controls: 0 for no effect and ±100 for the full control effect; nearly all actives have a fitted effect of over 75% in size; some results filed as inactive show a strong effect at the top dose
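MLSMR compounds (23 nl, pin-transferred) preincubated 10 min at room temperature with a 500nM (2x) first reagent, then RGS4 at 900nM (2x) plus Transcreener GDP mix added; fluorescence polarization (620/688 nm) read before and after 90 min at 30 °C.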
Pin1 inh: blocks the human prolyl isomerase Pin1; actives 0.009% (n = 390,000); Q13526; AID 504891; Pin1 FP peptide displacement, HiFluor488, 10 min; Potency, µM (doses to about 115 µM), for the others: at the highest dose activity, negative = inhibition, hits mostly inhibitors; active = well fitted inhibition curve with a large enough effect in the polarisation, with a control signal flat, not every such curve was filed as active; inconclusive = small, poorly fitted or top-dose-only effect, or effect the other way, or a change in a side signal; inactive = no such curve, though single readings can be large or run the other way; the % refers to the polarisation; also: % is scaled to controls: 0 for no effect and ±100 for the full control effect
JMJD2A Tudor: blocks the human JMJD2A Tudor domain; AlphaScreen JMJD2A-Tudor / H3K4me3 peptide binding; Potency, µM (top dose mostly 114 µM), for the others: at the highest dose activity change, negative = inhibition, actives largely listed as inhibitors; actives 4.4% (n = 390,000); also: % is scaled to controls: 0 for no effect and ±100 for the full control effect; nearly all actives have a fitted effect of over 50% in size
HP1b chromo inh: blocks HP1-beta chromodomain binding to methylated histone tails; AlphaScreen HP1-beta / biotin-H3K9me3 peptide binding; Potency, µM (top dose mostly 114 µM), for the others: top-dose activity change, negative = inhibition, hits mostly inhibitors; actives 0.56% (n = 390,000); AID 540317; also: nearly all actives have a fitted effect of over 70% in size; inactives centre near 23
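HP1-beta protein (50 nM final) preincubated 30 min at room temperature with biotinylated H3(1-18)K9me3 peptide (50 nM) in PBS pH 7.4, 0.01% Tween-20, then compound added for 30 min. AlphaScreen streptavidin donor/nickel chelate acceptor beads (10 ug/mL final), 30 min dark, luminescence read.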
ERG-DNA inh: ERG Ets/DNA interaction inhibition. actives 0.028% (n = 370,000). P11308. fluorescence polarization, His-ERG Ets domain / labelled DNA. Potency, µM (top dose mostly 76.9 µM), inactives show at the top dose FP activity, negative = inhibition, usual class: inhibitors. AID 624246; active = well fitted inhibition curve with a large enough effect in the polarisation, with a control signal flat; inconclusive = small, poorly fitted or top-dose-only effect, or effect the other way, or a change in a side signal; inactive = no such curve, though single readings can be large or run the other way; the % refers to the polarisation;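 also: polarization taken with two DNA probes labelled with fluorescein and Texas red; % of control where 0% means no effect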
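His-tagged ERG Ets domain (1 uM in the protein solution; 300mM KCl, 50mM Tris-HCl, 1mM EDTA, 1mM DTT, pH 7.5) received compound, then a probe mix of 5 nM fluorescein-DNA and 100nM Texas-615-DNA. Fluorescence polarization was read for both dyes.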
TrxR1 inh: blocks rat thioredoxin reductase 1. actives 1% (n = 390,000). AID 588453. O89049. recombinant rTrxR1, NADPH fluorescence consumption, selenite substrate. Potency, µM (series often up to 114 µM), without a hit: at the top dose activity change, negative = inhibition, most hits filed as inhibitors; also: % is scaled to controls: 0 for no effect and ±100 for the full control effect; nearly all actives have a fitted effect of over 65% in size
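Rat TrxR1 (90 nM in the dispensed reagent) was pre-reduced with 400 uM NADPH for 5 min at room temperature, then incubated with compound for 15 min. After 400 uM selenite was added, NADPH fluorescence (Ex 340/Em 450 nm) was followed for 8 min.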
The depositor's hits bear a star; i = inactive; ? = inconclusive; . = no result given; [ ] = another dose, or the depositor's remark. Unless noted, calls follow the shape of the dose curve; as a rule, active = well fitted curve in the direction sought with a large enough effect; inconclusive = small, poorly fitted or top-dose-only effect, or another doubt; inactive = no such curve, though single readings can be large; an effect the other way counts as inactive or inconclusive. Potency is read from the fitted curve at half-maximal effect. Only part of the results is shown; rates above refer to the full screens.

Start of the data: the first three entries, to show the layout:
Each structure is followed by: GLS inh	PGK inhibitor	12-LOX inh	RGS4 inh	Pin1 inh	JMJD2A Tudor	HP1b chromo inh	ERG-DNA inh	TrxR1 inh
[1] NC(=O)C1CCN(C(=O)c2ccc(Oc3ccccc3)cc2)CC1
  -6%	i	13%	8%	-2%	-8%	16%	-4%	12%[57.1 µM]
[2] CCCCn1c(SCC(=O)N2CCCc3ccccc32)nc2c1c(=O)n(C)c(=O)n2C
  2%	-7%	16%	33%	-7%	-15%	11%	-19%	11%
[3] O=C(Nc1ccc(S(=O)(=O)Nc2nccs2)cc1)c1cc(-c2ccncc2)nc2ccccc12
  0%	-4%	1%	21%[11.4 µM]	?	-13%[11.4 µM]	13%	0%	13%

The whole of this part, previewed entries included:
Each structure is followed by: GLS inh	PGK inhibitor	12-LOX inh	RGS4 inh	Pin1 inh	JMJD2A Tudor	HP1b chromo inh	ERG-DNA inh	TrxR1 inh
[1] NC(=O)C1CCN(C(=O)c2ccc(Oc3ccccc3)cc2)CC1
  -6%	i	13%	8%	-2%	-8%	16%	-4%	12%[57.1 µM]
[2] CCCCn1c(SCC(=O)N2CCCc3ccccc32)nc2c1c(=O)n(C)c(=O)n2C
  2%	-7%	16%	33%	-7%	-15%	11%	-19%	11%
[3] O=C(Nc1ccc(S(=O)(=O)Nc2nccs2)cc1)c1cc(-c2ccncc2)nc2ccccc12
  0%	-4%	1%	21%[11.4 µM]	?	-13%[11.4 µM]	13%	0%	13%
[4] Cc1ccc(CNC(=O)[C@]2(C(F)(F)F)C[C@H](CCc3ccccc3)CCCO2)o1
  .	.	.	-39%	15%	-30%	18%	.	?
[5] CNC(=O)c1cc2cc(Cc3ccccc3Cl)ccc2oc1=O
  1%	-3%	1%	-7%	-2%	-18%	18%	-2%	20%[57.1 µM]
[6] Cc1occc1C(=O)N/N=C/C=C\c1ccccc1[N+](=O)[O-]
  -5%	-3%	0%	-35%	7%	89µM*	-29%	0%	11%[57.1 µM]
[7] O=C1CC(NNC(=O)c2cccc(F)c2)C(=O)N1 (stereo unspecified)
  2%	-9%	8%	-3%	1%	-11%	40%[activator]	5%	20%
[8] CCOCCCNC(=O)C1CCN(c2nc3ccc(C)cc3[nH]2)CC1
  6%	-8%	1%	7%	5%	-10%	24%[57 µM]	-2%	13%[57.1 µM]
[9] Cc1ccc(S(=O)(=O)NCc2ccc(C(=O)N3CCCC3)cc2)cc1
  -10%	-1%	9%	-19%	-10%	-6%	18%	-5%	-8%
[10] Cc1cc(C)c(C)c(S(=O)(=O)N[C@@H](C)C(=O)OCC(=O)NC2CCCC(C)C2C)c1C (stereo partly specified)
  19%	-1%	10%	31%	-6%	-16%	15%	-9%[15.4 µM]	-12%
[11] COCCn1c(SCc2nc3cc(OC)c(OC)cc3c(=O)[nH]2)nnc1-c1ccncc1
  2%	-8%	?	-12%	15%	-19%	-1%	-5%	-11%
[12] O=C(CSc1nccn1-c1ccccc1)NO
  -8%	4%	9%	-8%[11.4 µM]	1%	-5%[11.4 µM]	-4%	1%	28%
[13] Cc1n[nH]c(=O)nc1NCC1CCCO1 (stereo unspecified)
  -19%	6%	-1%	-20%	6%	-6%	-21%	1%	3%[57.1 µM]
[14] COc1ccc(C2c3ccc(O)cc3Oc3ncn4nc(-c5cccnc5)nc4c32)cc1OC (stereo unspecified)
  0%	-8%	17%	-9%	36%[activator]	-10%	34%	13%	12%
[15] Cc1nc(COc2cccc(Cl)c2)sc1C(=O)/C=C/N(C)C
  0%	-1%	?	-27%	6%	-23%	?	-2%	5%[57.1 µM]
[16] Cc1ccc(S(=O)(=O)CCC(=O)OCC(=O)c2ccc(F)cc2)cc1
  -3%	6%	11%	?	0%	-14%	21%	-2%	4%
[17] CN(CCC1CCCCO1)C(=O)CCc1nnc(C2CCCCC2)o1 (stereo unspecified)
  -1%	-1%	?	14%	-2%	-7%	36%	-12%	20%
[18] CC(=O)OCC(=O)c1ccc2ccn(C(C)=O)c2c1
  -5%	-7%	-1%	6%	-5%	1%	35%	-4%	-4%
[19] Cc1ccc(N2C(=O)N(CC(=O)NCc3ccc(Cl)cc3)C(=O)C2C)cc1 (stereo unspecified)
  0%	-10%	?	2%	1%	-8%	26%	-7%	13%
[20] CC1CCCC(C)N1C(=O)COC(=O)c1ccc2ccccc2n1 (stereo unspecified)
  11%	-3%	-6%	18%	-11%	-17%	0%	-2%	0%
[21] CCOc1ccc(Cl)cc1C1CC(=O)Nc2cc(OC)c(OC)c(OC)c21 (stereo unspecified)
  1%	-6%	-14%	-1%	5%	-8%	14%	-4%	7%
[22] Brc1cccc(CNn2cnnc2)c1
  4%	4%	19%	15%	1%	-11%	-3%	-1%	8%
[23] Cc1ccc(C(=O)C(C)OC(=O)c2ccccc2[N+](=O)[O-])cc1 (stereo unspecified)
  4%	-2%	-1%	18%	5%	-29%	-9%	4%	4%
[24] Cc1ccccc1CN1C(=O)c2ccccc2Sc2ccc(C(=O)N3CCCC3)cc21
  3%	8%	-27%	-5%	20%	-7%	20%	-1%	12%[57.1 µM]
[25] COc1ccc(OC)c(-c2nc(Nc3ccccc3C)sc2CC(=O)O)c1
  9%	-9%	?	-26%	4%	-14%	50%[activator]	-2%	-21%
[26] CCS(=O)(=O)Nc1ccc(-c2nnc(SCC(=O)c3cccc(OC)c3)o2)cc1
  -3%	-6%	.	-20%	-1%	16%	22%	-2%	-1%[57.1 µM]
[27] COC(=O)Cn1cnc2c1c(=O)n(C)c(=O)n2C
  -5%	-6%	?	-45%	-3%	-5%	25%	0%	8%[57.1 µM]
[28] COc1ccc(-c2cc(C(F)(F)F)n3nc(C(=O)Nc4ccccc4SC)cc3n2)cc1OC
  3%	-6%	-25%	-30%	?	1%	68%[activator]	9%	19%
[29] CC(C)(C)c1ccc(NC(=O)CC2(C(F)(F)F)OCCO2)cc1
  -19%	3%	9%	-6%	3%	-14%	32%	.	11%
[30] CN(CC(=O)Nc1cccc(F)c1)CC(=O)N(C)c1c(N)n(Cc2ccccc2)c(=O)[nH]c1=O
  13%	6%	23%	8%	-3%	-5%	37%	-5%	1%
[31] CC(C(=O)Nc1ccccc1-c1ccccc1)N(C)Cc1nc2ccccc2c(=O)[nH]1 (stereo unspecified)
  -25%	-5%	45%[activator]	?	-6%	-32%[11.4 µM]	?	-1%	29%[57.1 µM]
[32] Cc1ccccc1Nc1c(-c2c[nH]c3ccccc23)nc2ccccn12
  30%[activator]	-4%	?	-20%	1%	-17%	10%	1%	-4%
[33] CC(=O)Nc1nnc(S(=O)(=O)N2CCN(c3ccc(Cl)cc3[N+](=O)[O-])CC2)s1
  12%	-13%	-17%	29%	-10%	-8%	0%	-6%	37%[activator]
[34] Cc1nn(C)c(C)c1S(=O)(=O)N1CCCC(C(=O)NCCc2ccc(Cl)cc2)C1 (stereo unspecified)
  -4%	i	-9%	-18%	-1%	-12%	59%[activator]	-6%	9%
[35] O=C(COc1ccccc1)NCC(=O)N/N=C/c1ccc(O)cc1O
  -8%	i	0%	-9%	-9%	-32%	9%	1%	14%
[36] Cc1cnc(Nc2nc3ccccc3o2)nc1C(=O)Nc1cccc(C(F)(F)F)c1
  21%	-1%	14%	-1%	0%	-16%	28%	6%	-7%
[37] O=C(COc1ccc(S(=O)(=O)NCc2ccccc2)cc1Cl)NCc1ccccn1
  2%	5%	-16%	5%	-3%	-13%	-4%	-15%	21%[57.1 µM]
[38] CCc1ccc(CNC(=O)CCc2nnc(CCc3ccc(OC)cc3)o2)nc1
  1%	i	0%	17%	0%	-13%	27%	2%	23%
[39] O=C(Nc1ccc2oc(=O)c(C(=O)O)cc2c1)Oc1ccccc1
  0%	-14%	-3%	7%	20%	-4%	7%	32%[activator]	3%
[40] CC(=O)NC1=NN(C(C)=O)C(c2ccccc2)S1 (stereo unspecified)
  ?	1%	-12%	?	-1%	11µM*	-24%	18%	22%[11.4 µM]
[41] Cc1csc(NS(=O)(=O)c2ccc(Cl)cc2)n1
  2%	1%	?	-14%	10%	-18%	18%	2%	41%
[42] COC(=O)C1(C(F)(F)F)N=C(N(C)C)OC(N(C)C)=N1
  -5%	2%	1%	12%	-2%	5%	32%	-3%	8%
[43] O=C(CSCc1c(Cl)cccc1Cl)NCc1ccccn1
  -11%	i	20%	-48%	0%	-15%	32%	-4%	1%[57.1 µM]
[44] Clc1ccc2c(N/N=C/c3ccc(Br)cc3)ccnc2c1
  1%	-3%	?	?	11%	-19%	8%	-3%	-3%
[45] CN(C(=O)CCCN1C(=O)c2cccc3cccc(c23)C1=O)c1ccccc1
  -7%	-6%	6%	5%	-1%	-17%	15%	2%	18%[57.1 µM]
[46] CCCC(=O)Nc1nnc2n1CCS2
  -11%	0%	-23%	4%	-4%	79µM*	-2%[57 µM]	-1%	37%[activator][57.1 µM]
[47] Cc1ccc(S(=O)(=O)N2C[C@@H]3[C@H]4CC[C@H](C4)[C@@H]3[C@@H](C)[C@@H]2c2ccco2)cc1
  11%	7%	5%	-14%	1%	3%	22%	4%	0%
[48] Cc1ccc(C)c(OCCC(=O)OCC(=O)NC(=O)NC2CCCCC2)c1
  2%	10%	-11%	0%	3%	-4%	19%[57 µM]	1%	-10%[2.29 µM]
[49] CC(NC(=O)CCn1c(=S)[nH]c2ccsc2c1=O)c1ccccc1 (stereo unspecified)
  -3%	2%	7%	-2%	13%	-25%	20%	-5%	-4%[57.1 µM]
[50] COc1ccc(-c2cn3nc(N4CCCC(C(=O)Nc5cc(C)ccc5C)C4)sc3n2)cc1 (stereo unspecified)
  -21%	5%	-16%	-17%	1%	?	5%	-14%	8%
